# Mcl1-Noxa inh = Mcl-1/Noxa interaction inhibition | inhibition, % at 21.7 µM | TR-FRET Mcl-1/Noxa peptide binding, 2 h | 220,000 compounds, 1.5% hits | Q07820;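 active = compounds that cut the protein-peptide binding signal by more than 50% relative to plate controls in a single-dose test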;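 note: His-tagged Mcl-1 with rhodamine Noxa BH3 peptide and terbium anti-His antibody; 0% = Mcl-1 plus Noxa peptide wells and 100% = peptide-only wells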
# Target sequence (Q07820 whole entry, looked up): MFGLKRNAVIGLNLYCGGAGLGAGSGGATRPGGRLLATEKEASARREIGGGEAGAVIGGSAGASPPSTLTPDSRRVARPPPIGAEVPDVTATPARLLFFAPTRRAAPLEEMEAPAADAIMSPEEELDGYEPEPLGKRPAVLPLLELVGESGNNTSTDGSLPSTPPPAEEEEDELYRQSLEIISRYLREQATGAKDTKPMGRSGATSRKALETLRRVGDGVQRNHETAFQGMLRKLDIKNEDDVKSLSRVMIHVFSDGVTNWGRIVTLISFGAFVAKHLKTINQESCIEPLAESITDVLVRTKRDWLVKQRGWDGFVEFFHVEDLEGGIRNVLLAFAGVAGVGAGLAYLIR
# Mcl1 Bid PPI = disrupts binding of human Mcl-1 to Bid peptide; Q07820; AID 1021; TR-FRET Mcl-1/Bid-Dy647 peptide binding, 1536-well; 220,000 compounds, 0.97% hits; inhibition, % at 21.7 µM;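 active = compounds that cut the binding signal by more than half at the single screening dose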;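 note: His-tagged Mcl-1 with europium anti-His antibody binding Bid BH3 peptide; 0% = Mcl-1 plus peptide wells and 100% = peptide-only wells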
# RGS8-Gao = human RGS8-Galphao interaction regulation | AID 1423 | multiplexed bead flow cytometry, RGS8-Galphao binding; actives lie on both sides | response (percent of control binding), % at 10 µM | 220,000 compounds, 0.34% hits; in the data active = response below about 60% or above about 140%; inactive = in between;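 note: Galphao activated as the GDP aluminium fluoride complex binding bead-coupled RGS8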
# Target sequence (P09471 whole entry, looked up): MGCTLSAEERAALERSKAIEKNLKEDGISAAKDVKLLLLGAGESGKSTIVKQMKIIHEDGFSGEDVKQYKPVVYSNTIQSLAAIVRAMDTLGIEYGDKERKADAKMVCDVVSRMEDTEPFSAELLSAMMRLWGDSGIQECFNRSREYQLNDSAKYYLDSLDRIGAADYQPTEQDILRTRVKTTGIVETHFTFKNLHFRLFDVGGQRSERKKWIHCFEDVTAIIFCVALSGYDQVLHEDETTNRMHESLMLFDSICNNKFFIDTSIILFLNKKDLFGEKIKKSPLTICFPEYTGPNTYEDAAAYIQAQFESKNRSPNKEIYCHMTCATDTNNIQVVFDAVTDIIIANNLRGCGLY
# Pf gametocyte = kills late stage P. falciparum gametocytes | inhibition, % at 10.9 µM | 150,000 compounds, 0.065% hits | P. falciparum stage V gametocytes, ATP luminescence, 24 h;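 active = inhibition above the mean plus 3 SD of compounds within the control limits, set per campaign, cut at about 38% in these data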;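 note: 0% = DMSO wells and 100% = medium only without gametocytes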
# An asterisk follows results filed as active. A portion of the library; count on the stated rates, not on these rows.
# Letter code: A = Mcl1-Noxa inh; B = Mcl1 Bid PPI; C = RGS8-Gao; D = Pf gametocyte
1) COC(=O)c1cccc(NC(=O)CC2C(=O)NCCN2C(=O)c2ccc(F)cc2F)c1 (stereo unspecified)
  A = 8.2	B = 1.8	C = 97.2	D = 16.2
2) CC(C)C[C@H](NC(=O)c1[nH]cnc1C(=O)Nc1ccc(CNC(=O)OC(C)(C)C)cc1)C(=O)OCc1ccccc1
  A = -122.3	B = -59.2	C = 87.2	D = -4.6
3) CCCCC1C2C(=O)N(c3ccc(C)cc3)C(=O)C2ON1c1ccccc1 (stereo unspecified)
  A = -15.6	B = -5.3	C = 100.5	D = 1.4
4) O=C(CCCN1C(=O)/C(=C/c2ccccc2Cl)SC1=S)NNC(=O)c1ccncc1
  A = 9.9	B = -34.9	C = 99.8	D = -7.4
5) COc1ccc(CC(=O)NCC(=O)N/N=C/c2cc(Br)ccc2OC)cc1
  A = 0.9	B = -19.7	C = 97.7	D = -16.4
6) N#Cc1cc(-c2ccccc2)nc(N2CCNCC2)n1
  A = -3.1	B = -46.8	C = 101.1	D = 1.6
7) CCCc1cc(NCc2ccccn2)n2nc(C)c(-c3ccccc3)c2n1
  A = -14.5	B = -46.6	C = 97.2	D = -11.5
8) S=C1NC[C@H](CC2CCCCC2)N1CCCCC1CCCCC1
  A = 17.2	B = -37.5	C = 96.8	D = 10.8
9) Nn1c(SCc2ccc(F)cc2)nnc1-c1ccccn1
  A = 6.8	B = -17.6	C = 97.6	D = 21.8
10) O=C(Cc1ccccc1)N1N=C(c2ccncc2)CC1(O)C(F)(F)F (stereo unspecified)
  A = -12.4	B = -54.3	C = 100.2	D = 1.2
11) Fc1ccccc1-c1n[nH]c(=S)n1/N=C/c1c[nH]c2ccccc12
  A = -6.1	B = -37.2	C = 89.9	D = 34.4
12) N#Cc1ccc(C(=O)OCC(=O)Nc2ccc(S(N)(=O)=O)cc2)cc1
  A = 4.8	B = 5.1	C = 93.8	D = 3.7
13) COc1ccc(CCN2C(=NC(=O)C(C)C)SC3CS(=O)(=O)CC32)cc1OC (stereo unspecified)
  A = 5.6	B = -12.7	C = 98.9	D = 5.7
14) O=C1SCCC1NC(=O)C(c1ccccc1)c1ccccc1 (stereo unspecified)
  A = 4.7	B = -6.0	C = 100.2	D = -21.0
15) COc1ccc(S(=O)(=O)N2CCN(c3ccccn3)CC2)cc1[N+](=O)[O-]
  A = -16.6	B = -20.8	C = 104.6	D = -7.2
16) CN(C)CCC(O)c1ccccc1 (stereo unspecified)
  A = -3.7	B = 2.1	C = 102.1	D = 4.0
17) Cc1cn(-c2cc(C(=O)Nc3ccc(C)c(NC(=O)N4CCNC4=O)c3)cc(C(F)(F)F)c2)cn1
  A = -81.6	B = 23.2	C = 95.7	D = -39.5
18) CCOC(=O)c1sc(NC(=O)CSC(=S)N2CCOCC2)nc1C
  A = -19.0	B = -9.3	C = 100.9	D = 13.9
19) CC(=O)c1c(C)[nH]c(=S)c(C#N)c1-c1ccc(F)cc1
  A = -4.6	B = -65.1	C = 101.7	D = -5.8
20) CCCS(=O)(=O)N1CCN(C2Cc3ccccc3C2)CC1
  A = -13.1	B = 21.8	C = 96.4	D = -24.6
21) CCOc1cc(C(=O)CCC(=O)OCC(=O)NC(=O)NCC(C)C)ccc1O
  A = -7.0	B = -20.5	C = 103.0	D = 16.6
22) COCCN(C(=S)Nc1ccc(Cl)cc1OC)C1CCN(C(C)=O)CC1
  A = 10.4	B = -140.9	C = 102.3	D = 13.7
23) COc1cc(C2C(C#N)=C(N)Oc3n[nH]c(-c4cccnc4)c32)ccc1OCC(N)=O (stereo unspecified)
  A = 7.9	B = -36.8	C = 101.0	D = 12.9
24) COc1ccc2[nH]c(C(=O)Nc3ccc(C)c(F)c3)cc2c1
  A = -28.7	B = -16.0	C = 99.7	D = 13.2
25) CC(C)c1ccc(NC(=S)N2CCCC(c3ccc(F)cc3)=N2)cc1
  A = 0.2	B = -5.3	C = 103.1	D = -2.7
26) COc1ccc(C(=O)OCC(=O)c2ccc(C)c(S(=O)(=O)N3CCOCC3)c2)cc1OC
  A = -10.0	B = -14.0	C = 80.7	D = 1.6
27) CN1CCN(c2oc(-c3ccc([N+](=O)[O-])cc3)nc2C#N)CC1
  A = 4.8	B = 17.2	C = 101.6	D = 5.0
28) Cc1c(C(=O)Nc2cccc(S(=O)(=O)N3CCCC3)c2)oc2ccccc12
  A = -3.2	B = -22.8	C = 104.0	D = -1.4
29) Cc1sc2ncnc(N(C)CCc3ccccn3)c2c1C
  A = -13.5	B = 23.6	C = 98.7	D = -7.0
30) O=C(Cc1nc2ccccc2[nH]1)c1ccc([N+](=O)[O-])cc1
  A = -31.2	B = -99.2	C = 92.3	D = 8.7

# An excerpt from above in order of molecular weight, low to high.
# Letter code: A = Mcl1-Noxa inh; B = Mcl1 Bid PPI; C = RGS8-Gao; D = Pf gametocyte
30) O=C(Cc1nc2ccccc2[nH]1)c1ccc([N+](=O)[O-])cc1
  A = -31.2	B = -99.2	C = 92.3	D = 8.7
19) CC(=O)c1c(C)[nH]c(=S)c(C#N)c1-c1ccc(F)cc1
  A = -4.6	B = -65.1	C = 101.7	D = -5.8
24) COc1ccc2[nH]c(C(=O)Nc3ccc(C)c(F)c3)cc2c1
  A = -28.7	B = -16.0	C = 99.7	D = 13.2
20) CCCS(=O)(=O)N1CCN(C2Cc3ccccc3C2)CC1
  A = -13.1	B = 21.8	C = 96.4	D = -24.6
14) O=C1SCCC1NC(=O)C(c1ccccc1)c1ccccc1 (stereo unspecified)
  A = 4.7	B = -6.0	C = 100.2	D = -21.0
27) CN1CCN(c2oc(-c3ccc([N+](=O)[O-])cc3)nc2C#N)CC1
  A = 4.8	B = 17.2	C = 101.6	D = 5.0
25) CC(C)c1ccc(NC(=S)N2CCCC(c3ccc(F)cc3)=N2)cc1
  A = 0.2	B = -5.3	C = 103.1	D = -2.7
15) COc1ccc(S(=O)(=O)N2CCN(c3ccccn3)CC2)cc1[N+](=O)[O-]
  A = -16.6	B = -20.8	C = 104.6	D = -7.2
28) Cc1c(C(=O)Nc2cccc(S(=O)(=O)N3CCCC3)c2)oc2ccccc12
  A = -3.2	B = -22.8	C = 104.0	D = -1.4
21) CCOc1cc(C(=O)CCC(=O)OCC(=O)NC(=O)NCC(C)C)ccc1O
  A = -7.0	B = -20.5	C = 103.0	D = 16.6
22) COCCN(C(=S)Nc1ccc(Cl)cc1OC)C1CCN(C(C)=O)CC1
  A = 10.4	B = -140.9	C = 102.3	D = 13.7
23) COc1cc(C2C(C#N)=C(N)Oc3n[nH]c(-c4cccnc4)c32)ccc1OCC(N)=O (stereo unspecified)
  A = 7.9	B = -36.8	C = 101.0	D = 12.9
26) COc1ccc(C(=O)OCC(=O)c2ccc(C)c(S(=O)(=O)N3CCOCC3)c2)cc1OC
  A = -10.0	B = -14.0	C = 80.7	D = 1.6
17) Cc1cn(-c2cc(C(=O)Nc3ccc(C)c(NC(=O)N4CCNC4=O)c3)cc(C(F)(F)F)c2)cn1
  A = -81.6	B = 23.2	C = 95.7	D = -39.5

# Next part
# Letter code: A = Mcl1-Noxa inh; B = Mcl1 Bid PPI; C = RGS8-Gao; D = Pf gametocyte
31) COC(=O)CC1C(=O)NC2CCCCC2N1C(=O)CCl (stereo unspecified)
  A = -18.8	B = -17.0	C = 100.1	D = 14.4
32) CC(C)n1c(O)c(N=NC(=O)CNC(=O)CCc2ccccc2)c2ccccc21
  A = 18.0	B = -4.0	C = 98.8	D = -2.8
33) Cc1cc(=O)c2cc(Br)ccc2n1CC(=O)NCc1ccccc1
  A = 9.5	B = -12.2	C = 96.7	D = -11.1
34) C#CCOC(=O)Nc1ccc(OCC(F)(F)F)nc1
  A = -14.4	B = -0.7	C = 97.6	D = -18.4
35) CCOC(=O)c1ccc(NC(=O)C2CCC(CNc3c(N4CCOCC4)c(=O)c3=O)CC2)cc1 (stereo unspecified)
  A = -31.4	B = -4.2	C = 99.2	D = -12.9
36) O=C(Nc1ccc(S(=O)(=O)N2CCOCC2)cc1)c1ccc(=O)[nH]c1
  A = 15.7	B = 44.7	C = 102.6	D = 0.7
37) Cc1nc(-c2ccc3c(c2)CCC(=O)N3)cs1
  A = -4.8	B = -5.6	C = 99.3	D = -2.3
38) CC(=O)/C(N=Nc1nc2c([nH]1)c(=O)n(C)c(=O)n2C)=C(\C)O
  A = 28.9	B = 1.2	C = 110.9	D = 8.4
39) CCN(CC)C(=O)CN1C(=O)/C(=C/c2ccccc2)SC1=S
  A = -14.4	B = 4.2	C = 98.6	D = 11.5
40) Cc1cc(-c2cc(C(=O)NCc3ccccc3)on2)nc(S(C)(=O)=O)n1
  A = 10.0	B = -18.5	C = 101.8	D = 15.9
41) CCCNC(=S)Nc1ccc(F)cc1F
  A = 4.8	B = -45.3	C = 103.3	D = 14.4
42) Cc1ccc(Cc2c(C)c(C#N)c3[nH]c4ccccc4n3c2=O)cc1
  A = 12.8	B = -17.1	C = 102.0	D = -7.7
43) C=CCCN(C(CC(C)C)C(=O)OC)S(=O)(=O)c1ccccc1Br (stereo unspecified)
  A = 6.7	B = -12.9	C = 100.7	D = -22.3
44) Cc1cc(C(=O)N/N=C/C=C/c2ccccc2)n[nH]1
  A = -3.6	B = -30.5	C = 101.0	D = 15.2
45) CCN1CCN(c2nc(Nc3ccccc3F)nc(N)c2[N+](=O)[O-])CC1
  A = 44.2	B = -31.6	C = 100.6	D = 11.4
46) CCOC(=O)C(=CNNc1ccsc1C(=O)OC)C(=O)OCC
  A = 22.4	B = -31.9	C = 100.5	D = -1.4
47) CC(C)Cc1ccc(S(=O)(=O)Nc2ccccn2)cc1
  A = 20.3	B = -29.6	C = 104.0	D = 22.9
48) CCCCOC(=O)c1nnc(-c2ccccc2)o1
  A = 24.6	B = -8.9	C = 102.0	D = 0.1
49) C=CCn1ccc(=NC=C(C#N)C#N)c2ccccc21
  A = 6.2	B = 1.8	C = 100.0	D = -13.0
50) COC(C[C@H](O)[C@@H](C)[C@H](O)COCc1ccccc1)OC
  A = -2.1	B = -20.3	C = 102.0	D = 15.2

# From PubChem BioAssay
